EWS-Fli inh = blocks EWS/Fli oncoprotein-driven transcription; A673 NR0B1-luciferase reporter, viability-normalised; inhibition, % at 12.6 µM; 0.67% of 350,000 active;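 active = mean inhibition of at least 50% after viability correction, with every replicate also passing that limit; inconclusive = mean reaches 50% but only one of two replicates passes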;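 also: firefly luciferase signal divided by Alamar Blue viability fluorescence both relative to DMSO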
CFTR F508del cor = correctors of CFTR F508del function in bronchial epithelial cells; CFBE cells, YFP halide quenching; stimulated with forskolin plus potentiator P3; % fluorescence drop versus neutral controls; activity (quench increase), % at 7.58 µM; 0.36% of 350,000 active; AID 720511;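 active = mean added fluorescence quench of at least 8% versus neutral control, with both replicates also reaching 8%; inconclusive = only one of the mean or replicate conditions met; inactive = mean below 8% and not both replicates reaching 8%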;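 also: cells transiently co-express mutant CFTR-F508del with the halide-sensitive YFP; corrector assay measuring rescue of mutant channel to the surface after 24 h compound exposure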
PAX8 reporter = lowers PAX8-driven luciferase in RMG-I cells | RMG-I TPO-luciferase reporter, SteadyGlo, 24 h | inhibition, % at 12.6 µM | 1.2% of 360,000 active;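 active = mean replicate inhibition at least 60% with every replicate also reaching 60%; inconclusive = only one of the two criteria is met; inactive = mean below 60% and not all replicates reaching 60%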;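 also: luciferase light reporting Pax8 driven TPO promoter activity; plate controls were median of neutral control wells for no effect and mitoxantrone controls for full effect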
FN deposition inh = fibronectin deposition inhibition. AH1F fibroblasts, Alexa488-fibronectin deposition fluorescence, overnight. inhibition, % at 12.6 µM. 0.086% of 350,000 active;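 active = mean inhibition across replicates of 30% or more, regardless of how many single replicates reach that level; inconclusive = mean under 30% yet at least half of replicates reach 30%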;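 also: positive control wells lacked labelled fibronectin entirely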
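test system = AH1F fibroblasts assembling fluorescent fibronectin matrix | quantity = 10000 AH1F cells per well | buffer or medium = DMEM plus 2% serum, read in PBS | doses = single dose, pinned | incubation = 1 h cell attachment, overnight exposure to compound and label | detection = fluorescence at 485 nm excitation, 525 nm emission | read-out basis = inhibition from reduced deposited-fibronectin fluorescence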
miR122 inh = inhibitors of miR-122 in Huh7 cells; Huh7 miR-122 Renilla luciferase sensor, 48 h; neutral wells = 0, positive control = 100; activation (reporter increase), % at 12.5 µM; 0.3% of 340,000 active;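 active = mean replicate activation score at least 90 and every replicate individually at or above 90; inconclusive = only one of the two criteria met; inactive = neither criterion met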;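 also: higher luciferase means less miR-122 activity so hits act as miR-122 inhibitors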
DENV2 CPE rescue = inhibitors of DENV2 cytopathic effect | DENV2-infected cells, cytopathic effect rescue, plate reader | CPE inhibition, % at 9.99 µM | 1.7% of 350,000 active | AID 651640; in the data active = CPE inhibition above about 20%, passing the limit was not always enough; inconclusive = no clear call, values can overlap the other calls; tested in BHK-21 cells;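 also: 0% = median of neutral control wells and 100% = median of positive control wells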
GSIS activator = primary screen for activators of insulin secretion dependent on glucose, INS-1E cells, GLuc reporter luminescence | INS-1E GLuc reporter insulin secretion, 2-3 h | activation, % at 16.6 µM | 0.61% of 370,000 active | AID 743287;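 active = lowest replicate activation of at least 40%, so every replicate reaches that level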;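 also: 0% = median of neutral control wells and 100% = median of IBMX positive control wells; some compounds called inactive have numbers as strong as hits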
An asterisk follows results filed as active; [ ] = remark or other dose.

`Cn1c(N)c(C(=O)CSc2nnc(-c3ccccc3F)n2C2CC2)c(=O)n(C)c1=O` gave EWS-Fli inh -7, CFTR F508del cor -2.2, PAX8 reporter -10, FN deposition inh -5, DENV2 CPE rescue -2 and GSIS activator -2.
CC(C)CCNC(=O)C(CC(C)C)N(Cc1ccc2c(c1)OCO2)C(=O)c1snc(C(N)=O)c1N (stereo not drawn) was read as EWS-Fli inh 12, CFTR F508del cor -1.3, PAX8 reporter 22, FN deposition inh -7, DENV2 CPE rescue 1 and GSIS activator -16.
For COc1ccc(S(=O)(=O)N(C)C[C@H]2Oc3c(NC(=O)Nc4ccc5c(c4)OCO5)cccc3C(=O)N([C@@H](C)CO)C[C@@H]2C)cc1 the results were EWS-Fli inh -7, CFTR F508del cor 2.5, miR122 inh -2[16.7 µM], DENV2 CPE rescue -5 and GSIS activator 3.
For O=C(Nc1nnc([C@H]2C[C@H](O)[C@@H](CO)O2)s1)C(c1ccccc1)c1ccccc1 the results were EWS-Fli inh 0, CFTR F508del cor -0.5, PAX8 reporter -11, miR122 inh -28, DENV2 CPE rescue -9 and GSIS activator -14.
`COc1ccc(C(=O)Nc2cc(C)nn2-c2ccc(C)cc2)cc1` gave EWS-Fli inh 12, CFTR F508del cor -3.9, PAX8 reporter 29, FN deposition inh 7, miR122 inh 3, DENV2 CPE rescue -2 and GSIS activator 12.
Screening O=C(CCCn1c(=S)[nH]c2ccsc2c1=O)NCCc1ccccc1 returned CFTR F508del cor -1.0, PAX8 reporter -17, FN deposition inh 1, miR122 inh 0, DENV2 CPE rescue 6 and GSIS activator 7.
Screening O=C(NCC[C@@H]1CC[C@H](NC(=O)C2CC2)[C@H](CO)O1)c1ccc(F)cc1 returned EWS-Fli inh 0, CFTR F508del cor 0.1, DENV2 CPE rescue 7 and GSIS activator 20.
`O=C(C1CC1)N1CCc2cc(S(=O)(=O)NCc3ccccc3)ccc21` gave CFTR F508del cor -1.3, PAX8 reporter -4, FN deposition inh 11, DENV2 CPE rescue -3 and GSIS activator 10.
Screening CC(=O)N(C)C[C@H]1Oc2ncc(-c3ccc(C)cc3)cc2C(=O)N([C@H](C)CO)C[C@@H]1C returned EWS-Fli inh -8, CFTR F508del cor -1.4, miR122 inh 4[16.7 µM], DENV2 CPE rescue inconclusive and GSIS activator 11.
`CCN(CC(=O)Nc1ccc(C)c(F)c1)CC(=O)NC(C)(C)C` gave EWS-Fli inh -8, CFTR F508del cor -0.9, PAX8 reporter -17, FN deposition inh -9, DENV2 CPE rescue -7 and GSIS activator 0.
Screening CC(C)Oc1ccc(/C=N/NC(=O)c2nnn(-c3nonc3N)c2CN(C)C2CCCCC2)cc1 returned EWS-Fli inh -2, CFTR F508del cor 3.6, PAX8 reporter 5, FN deposition inh -2, miR122 inh 6, DENV2 CPE rescue 0 and GSIS activator -3.
For C[C@@H]1CN([C@@H](C)CO)C(=O)c2cc(NC(=O)NC3CCCCC3)ccc2O[C@H]1CN(C)S(=O)(=O)c1ccc(F)cc1 the results were EWS-Fli inh -1, CFTR F508del cor -1.1, PAX8 reporter 3, FN deposition inh -13, miR122 inh 0[16.7 µM], DENV2 CPE rescue 4 and GSIS activator -4.
For Cn1c(=O)c(=O)n(C)c2cc(S(=O)(=O)NCCOc3ccccc3Cl)ccc21 the results were EWS-Fli inh -5, CFTR F508del cor 6.6, PAX8 reporter 20, FN deposition inh -9, miR122 inh 3, DENV2 CPE rescue 3 and GSIS activator 2.
`CCCN1[C@@H]2c3ccc(C4=CCCC4)c(=O)n3C[C@H]1[C@H](CO)[C@H]2C(=O)NCCOC` gave EWS-Fli inh 0, CFTR F508del cor 0.9, PAX8 reporter 4, miR122 inh 8[16.7 µM], DENV2 CPE rescue 5 and GSIS activator 1.
`Cc1cc2c(Nc3ccc(C(=O)O)cc3)ncnc2s1` gave EWS-Fli inh -5, CFTR F508del cor -1.9, PAX8 reporter 23, FN deposition inh -6, miR122 inh -2, DENV2 CPE rescue -4 and GSIS activator -1.
For CC(C)(C)S(=O)N1Cc2cc(C(=O)NCC(F)(F)F)nc(-c3cccc(-c4cccc(F)c4)c3)c2[C@H]1CCO (stereo partly drawn) the results were EWS-Fli inh 10, CFTR F508del cor 1.8, PAX8 reporter 25, FN deposition inh -1, miR122 inh -5, DENV2 CPE rescue -4 and GSIS activator -2.
CC(=O)NC12CC3CC(C1)CC(C(=O)N1CCN(S(=O)(=O)c4cccc(F)c4)CC1)(C3)C2 was read as CFTR F508del cor -0.6, PAX8 reporter 3, FN deposition inh 3, miR122 inh 0, DENV2 CPE rescue 2 and GSIS activator 3.
`CC(C)NC(=O)N(C)C[C@@H]1OCCCC[C@H](C)Oc2ccc(NC(=O)C3CCCCC3)cc2C(=O)N([C@@H](C)CO)C[C@H]1C` gave CFTR F508del cor 1.1, PAX8 reporter -1, FN deposition inh 3, miR122 inh 1[16.7 µM], DENV2 CPE rescue -6 and GSIS activator -7.
`CS(=O)(=O)c1ccc(NCCc2ccc(S(N)(=O)=O)cc2)c([N+](=O)[O-])c1` gave EWS-Fli inh 5, CFTR F508del cor 1.7, PAX8 reporter 10, FN deposition inh -6, miR122 inh 2, DENV2 CPE rescue -2 and GSIS activator 7.
For O=C(NC1CCN(C(=O)NCc2ccccc2)CC1)c1ccc(F)cc1 the results were EWS-Fli inh -2, CFTR F508del cor 0.3, PAX8 reporter -22, FN deposition inh 1, miR122 inh -1, DENV2 CPE rescue -2 and GSIS activator -5.
Screening O=C(Nc1ccc2c(c1)OCO2)C1CCN(C(=O)c2ccc(Cl)cc2)CC1 returned EWS-Fli inh 8, CFTR F508del cor -1.7, PAX8 reporter 8, FN deposition inh -10, DENV2 CPE rescue 2 and GSIS activator -16.
For COc1cccc(C(C(=O)NC2CCCC2)N(C(=O)CNC(=O)c2ccco2)c2cccnc2)c1 (stereo not drawn) the results were EWS-Fli inh -9, CFTR F508del cor 0.7, PAX8 reporter 1, FN deposition inh -2, DENV2 CPE rescue inconclusive and GSIS activator 3.
`Cc1ccc(S(=O)(=O)N(C)C[C@H]2Oc3ccc(NS(=O)(=O)c4cn(C)cn4)cc3CC(=O)N([C@@H](C)CO)C[C@@H]2C)cc1` gave EWS-Fli inh -16, CFTR F508del cor -2.9, PAX8 reporter 1, miR122 inh -3[16.7 µM] and GSIS activator 17.
Screening CCc1nnc(NS(=O)(=O)c2ccc(NC(=S)NC(=O)c3cccs3)cc2)s1 returned EWS-Fli inh 12, CFTR F508del cor -5.7, PAX8 reporter 5, FN deposition inh 7, DENV2 CPE rescue -3 and GSIS activator 9.
Screening C[C@H]1CN([C@@H](C)CO)C(=O)c2cccc(NC(=O)C3CC3)c2O[C@@H]1CN(C)Cc1ccc(Oc2ccccc2)cc1 returned EWS-Fli inh 16, CFTR F508del cor -0.3, miR122 inh 27[16.7 µM], DENV2 CPE rescue -1 and GSIS activator -13.
CC1(C)CC2CC(C)(CN2/C=N/c2sc3c(c2C#N)CC(C)(C)NC3(C)C)C1 (stereo not drawn) was read as EWS-Fli inh 22, CFTR F508del cor -0.6, PAX8 reporter 25, FN deposition inh -9, miR122 inh 0, DENV2 CPE rescue -16 and GSIS activator -44.
Screening COC(=O)c1cc(C(=O)OC)[nH]n1 returned EWS-Fli inh -5, CFTR F508del cor 2.3, PAX8 reporter 7, FN deposition inh 4, DENV2 CPE rescue 6 and GSIS activator 11.
For CCSC1=N/C(=C\C=C2/Oc3ccccc3N2CC)C(=O)S1 the results were EWS-Fli inh -40, CFTR F508del cor 2.3, PAX8 reporter -21, FN deposition inh -7, miR122 inh -12, DENV2 CPE rescue 3 and GSIS activator -24.
CCN1CCN(C(=O)CCc2nnc(CCc3ccc(OC)cc3)o2)[C@@H](C)C1=O was read as EWS-Fli inh -20, CFTR F508del cor 0.6, PAX8 reporter -31, miR122 inh 13, DENV2 CPE rescue -7 and GSIS activator -13.
For O=C(NCC(=O)N(c1cccnc1)C(C(=O)NC1CCCC1)c1cccs1)c1ccco1 (stereo not drawn) the results were EWS-Fli inh -2, CFTR F508del cor 3.5, PAX8 reporter -16, FN deposition inh -29, DENV2 CPE rescue -1 and GSIS activator 9.
For O=C(Nc1ccc2c(c1)oc1ccccc12)c1ccncc1 the results were PAX8 reporter -145, FN deposition inh 6 and miR122 inh 15.
`Cc1ccc(N2CCN(S(=O)(=O)N3CCOCC3)CC2)cc1C` gave EWS-Fli inh -1, CFTR F508del cor 0.4, PAX8 reporter -3, FN deposition inh -5, DENV2 CPE rescue -1 and GSIS activator 16.
CN(C)CC(=O)N1[C@@H](C#N)[C@H](c2ccc(C#CC3CC3)cc2)[C@@H]1CO was read as EWS-Fli inh -3, CFTR F508del cor 1.6, PAX8 reporter 13, FN deposition inh -2, DENV2 CPE rescue -8 and GSIS activator 5.
For COc1ccc(NC(=O)N(C)C[C@H]2OCCCC[C@H](C)Oc3ccc(NS(=O)(=O)c4ccc(Cl)cc4)cc3C(=O)N([C@H](C)CO)C[C@@H]2C)cc1 the results were EWS-Fli inh 18, CFTR F508del cor -1.1, PAX8 reporter 2, FN deposition inh 4, miR122 inh 0[16.7 µM], DENV2 CPE rescue -8 and GSIS activator 7.
`CC(Sc1nnc(C2CC2)n1C1CC1)C(=O)Nc1ccccc1C#N` (stereo not drawn) gave EWS-Fli inh 1, CFTR F508del cor 1.9, PAX8 reporter 6, FN deposition inh 4, DENV2 CPE rescue -5 and GSIS activator 19.
Screening CC(=O)NC[C@@H]1[C@@H](c2ccc(-c3cccnc3)cc2)[C@@H](CO)N1C(=O)C1CC1 returned EWS-Fli inh -1, CFTR F508del cor -2.1, PAX8 reporter -1, miR122 inh 21[16.7 µM], DENV2 CPE rescue 7 and GSIS activator 7.
For Cc1cc(C)c(S(N)(=O)=O)c(C)c1-n1cnnn1 the results were FN deposition inh -10, miR122 inh 13 and GSIS activator 3.
For C[C@H]1CCCCO[C@H](CN(C)S(C)(=O)=O)[C@@H](C)CN([C@@H](C)CO)C(=O)c2cc(N(C)C)ccc2O1 the results were EWS-Fli inh -8, CFTR F508del cor -0.7, PAX8 reporter -15, miR122 inh -4[16.7 µM] and GSIS activator 19.
Screening O=C(Nc1ccc(Cl)cc1)c1ccc(OCC2CCCO2)cc1 (stereo not drawn) returned EWS-Fli inh -71, CFTR F508del cor -2.1, PAX8 reporter -107, FN deposition inh -18, DENV2 CPE rescue -5 and GSIS activator -7.
CCOC(=O)/C=C/COc1ccccc1[N+](=O)[O-] was read as EWS-Fli inh 3, CFTR F508del cor 2.2, PAX8 reporter -141, FN deposition inh 0, DENV2 CPE rescue -1 and GSIS activator 0.
Screening O=C(C[C@H]1C=C[C@H](NC(=O)NC2CCCCC2)[C@@H](CO)O1)NCc1ccc(F)cc1 returned EWS-Fli inh 1, CFTR F508del cor -1.1, PAX8 reporter 7, FN deposition inh 0, miR122 inh 3[16.7 µM], DENV2 CPE rescue -3 and GSIS activator 11.
Screening CC(=O)Nc1ccc(OCC(=O)NCc2ccc3c(c2)OCO3)cc1 returned EWS-Fli inh -8, CFTR F508del cor 0.3, PAX8 reporter 12, FN deposition inh 9, miR122 inh -1, DENV2 CPE rescue -7 and GSIS activator 2.
Cc1ccsc1/C=N/n1cnnc1 was read as EWS-Fli inh -1, CFTR F508del cor 2.4, PAX8 reporter 15, FN deposition inh 5, miR122 inh -7, DENV2 CPE rescue -2 and GSIS activator 16.

Structures above containing a nitro group on carbon, in the order listed:
`CS(=O)(=O)c1ccc(NCCc2ccc(S(N)(=O)=O)cc2)c([N+](=O)[O-])c1` gave EWS-Fli inh 5, CFTR F508del cor 1.7, PAX8 reporter 10, FN deposition inh -6, miR122 inh 2, DENV2 CPE rescue -2 and GSIS activator 7.
CCOC(=O)/C=C/COc1ccccc1[N+](=O)[O-] was read as EWS-Fli inh 3, CFTR F508del cor 2.2, PAX8 reporter -141, FN deposition inh 0, DENV2 CPE rescue -1 and GSIS activator 0.
